From PubChem BioAssay
Polio RdRp inh = poliovirus RdRp elongation inhibitors, primary screen, biochemical, fluorescence polarization, total intensity; Genome polyprotein (Poliovirus type 1 (strain Mahoney)), P03300; poliovirus polymerase elongation; stronger effect = lower value; % elongation, % (compound at 16.7 µg/mL); 150,000 tested, 0.66% active; AID 588519, 2011; in the data active = % elongation below about 90%; also: some results filed as inactive read as strong as hits
Target sequence (P03300 1749-2209 limits assumed): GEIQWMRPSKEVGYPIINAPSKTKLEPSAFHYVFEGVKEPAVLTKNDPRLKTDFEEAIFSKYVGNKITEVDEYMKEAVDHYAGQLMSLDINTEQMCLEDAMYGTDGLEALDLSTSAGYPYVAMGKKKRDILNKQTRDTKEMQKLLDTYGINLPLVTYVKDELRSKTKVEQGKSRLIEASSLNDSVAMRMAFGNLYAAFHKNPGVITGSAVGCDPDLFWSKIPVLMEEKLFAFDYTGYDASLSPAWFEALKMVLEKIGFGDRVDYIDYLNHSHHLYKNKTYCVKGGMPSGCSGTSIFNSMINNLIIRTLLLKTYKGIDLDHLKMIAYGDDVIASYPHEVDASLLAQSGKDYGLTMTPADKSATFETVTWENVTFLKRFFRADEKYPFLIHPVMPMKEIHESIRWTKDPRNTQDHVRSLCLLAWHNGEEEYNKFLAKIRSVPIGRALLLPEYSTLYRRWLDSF
Polio RdRp inh FP z-score = second read-out of Polio RdRp inh, no call of its own (marks repeat the call); z-score; measured here: FP z-score; hits read low
Starred values were filed as active, the others as inactive. Some of the compounds tested; the hit share may differ from the screen's.

SMILES	Polio RdRp inh	Polio RdRp inh FP z-score
CCc1ccc2ncc(C(=O)c3ccc(C)c(C)c3)c(N3CCC(C(N)=O)CC3)c2c1	105	0.4
Cc1oc(C)c(C(=O)O)c1CN	102	-0.1
CC(=O)c1ccc(N2CCN(C(=O)CCCCn3c(=O)[nH]c4ccsc4c3=O)CC2)cc1	109	1.2
CN(CCC#N)C(=O)c1cc(Cl)ccc1Cl	101	-0.3
COc1ccc(NC(=S)NC2CC(C)(C)NC(C)(C)C2)cc1	102	0.2
CCn1c(CNC(=O)c2ccc(OC)cc2)nnc1SCC(=O)Nc1cccc(C)c1C	104	0
CSc1ccccc1NC(=O)CCn1c(=O)sc2ccccc21	99	-1.2
COc1ccc(C(O)c2nnc(-c3ccccc3)o2)cc1OC (stereo not given)	103	0.2
N#CCCn1nnc2ccccc21	104	0.5
N#Cc1ccc(Cn2cccn2)cc1	99	-0.4
CCN(CC)CC(=O)O	100	-0.4
CC1Cc2ccccc2N1C(=O)CSc1nnc2c(n1)[nH]c1ccccc12 (stereo not given)	102	0.2
Cc1ccc(Nc2c(-c3ccccn3)nc3ccc(Br)cn23)cc1	109	1.4
CCC(C)C(=O)Nc1ccc(-c2nc3ccccc3o2)cc1 (stereo not given)	100	-0.6
Cc1ccccc1OCCSc1nc2ccc(NC(=O)c3ccccc3)cc2s1	107	0
Cn1nnnc1SCC(=O)N1CCCC1c1ccc2c(c1)OCCCO2 (stereo not given)	101	-0.3
COc1ccc(CNC(=O)CN(c2cc(C)cc(C)c2)S(=O)(=O)c2c(C)[nH]c(=O)[nH]c2=O)cc1	107	0.5
Cc1ccc(NC(=O)NC(=O)CN2C(=O)C3CC=CCC3C2=O)c(C)c1 (stereo not given)	103	0
Nc1ccc(C(c2ccc(N)cc2)C2NC(=O)c3ccccc32)cc1 (stereo not given)	102	-0.1
Cc1cccc(C(=O)NC(=S)Nc2ccc(N3CCN(C)CC3)cc2)c1	100	0
COc1ccc(C2C(C(=O)N(C)c3ccc(C(C)C)cc3)CC(=O)N2c2ccc(OC)cc2)cc1 (stereo not given)	99	-0.1
Cc1ccc(Oc2nnc(-c3cccs3)c3ccccc23)cc1	103	0.4
COc1cccc(CNC(=O)CCc2c(C)nn(-c3ccc(N4CCCC4)nn3)c2C)c1	107	0.2
CCCn1c(-c2ccncc2)n[nH]c1=S	97	-1
COC(=O)c1nnc2nc(-c3ccc(Cl)cc3)cc(C)n12	99	-0.5
The list goes on:
SMILES	Polio RdRp inh	Polio RdRp inh FP z-score
O=c1cc(O)c2ccccc2n1Cc1ccccc1F	101	-0.3
Cc1cc(=O)[nH]c(SCSc2nc(C)cc(=O)[nH]2)n1	102	0
Cc1cc(C)n2cc(CSC3CCCC3)nc2n1	104	0.8
CC1(C)C(=O)C2(C(=O)NCCc3ccccc3)CCC1C2 (stereo not given)	102	0.3
O=C(c1cn(-c2ccccc2)nc1-c1cccs1)N(CCO)c1ccccc1	104	0.7
CCn1cc(C(=O)O)c(=O)c2cnc(N3CCN(C(=S)NCc4ccccc4)CC3)nc21	102	0.5
Cc1cccc(N(C)C(=O)c2cc3c(=O)oc4ccc(C)cc4c3s2)c1	102	-0.1
CCN(C(=O)CCS(=O)(=O)c1ccc2c(c1)CCN2C(C)=O)c1cccc(C(F)(F)F)c1	112	0.9
CC(C)(C)Nc1nc(Cl)nc(N(C#N)CN2C(=O)c3ccccc3S2(=O)=O)n1	98	-0.3
Cc1ccc(NC(=O)C(c2ccccc2)N2CCCN(S(=O)(=O)c3c(C)noc3C)CC2)cc1 (stereo not given)	98	-0.5
CCOc1ccc(N2CC(NC(=O)CCc3ccccc3)CC2=O)cc1 (stereo not given)	101	-1.2
Cc1ccc(C2C3=C(CC(C)(C)CC3=O)OC3=C2C(=O)CC(C)(C)C3)o1	105	1.2
Cc1csc(N)c1C#N	97	-1.1
Cc1ccc2nc(Cn3cc(S(=O)(=O)N4CCCC4)ccc3=O)cn2c1	96	-1.5
O=C(O)CCNc1cc(Cl)ccc1Oc1ccc(Cl)cc1	102	0.2
CCSC1=NSC2=NC(=O)/C(=C\c3cccnc3)C(=N)N12	107	1.4
Cc1ccc(-n2nc(C(=O)N3CCN(c4cc(Cl)ccc4C)CC3)c3c4ccccc4n(C)c3c2=O)cc1	104	-0.9
CCOC(=O)c1cc(-c2ccccc2)n(-c2cccc(C(=O)Nc3ccc(F)c(F)c3)c2)c1C	107	0.5
S=C(NC12CC3CC(CC(C3)C1)C2)N1CCOCC1	100	-0.2
COc1cc(C(=O)Nc2ccc3nc(SCc4ccccc4)sc3c2)cc(OC)c1OC	109	0.4
CC(C)(CC(=O)O)Cc1nc2ccccc2c(=O)[nH]1	103	0.2
Cc1ccc(N2CC(NC(=O)Cc3cccs3)CC2=O)cc1C (stereo not given)	108	0.4
NC(=O)Nc1ccc2[nH]ncc2c1	97	-1.3
CCN1CCN(Cc2cccc3cccnc23)CC1	103	0.3
CC(C)c1ccc(N=C=S)cc1	99	-0.3
(listing goes on)
SMILES	Polio RdRp inh	Polio RdRp inh FP z-score
CCC(C)NC(=O)CCCn1c(=O)c2cccn2c2ccccc21 (stereo not given)	117	1.8
Cc1nc2sccn2c(=O)c1S(=O)(=O)NCC1CCN(Cc2ccc(Cl)cc2)CC1	100	-0.9
O=C(NCc1ccc(F)cc1)C(=O)NCC(c1ccco1)S(=O)(=O)c1cccs1 (stereo not given)	114	1.5
O=C(NCCc1nc2ccccc2n1CCOc1ccc(Cl)cc1)C1CCCCC1	105	-0.2
CCOc1cc(-c2nnc(-c3ccco3)o2)cc(OCC)c1OCC	98	-0.6
CCN(C(=O)C1CCCN(c2ncnc3c2nc2n3CCCCC2)C1)c1cccc(C)c1 (stereo not given)	106	-0.2
COc1cc(Cl)c(C)cc1NC(=O)CCc1nc2cccnc2n1Cc1cccs1	117	1.5
CCOC(=O)c1cnc(SCC(=O)OCCCn2c(=O)[nH]c3ccccc32)nc1N	103	0.2
COCCCn1c(C)cc(C(=O)COC(=O)C23CC4CC(CC(O)(C4)C2)C3)c1C	104	0.3
CC(C)c1cc(NC(=O)C(C)(C)C)cc(C(C)C)c1O	100	0
COc1ccc(-c2[nH]c(-c3ccc(F)cc3)nc2SCC(=O)Nc2ccc(OC)c(OC)c2)cc1	111	-0.4
CC(C)Oc1ccc(CNC(=O)CN2C(=O)c3cccnc3Oc3ccc(Cl)cc32)cc1	104	-0.4
COC(=O)c1ccc2c(=O)[nH]c(COC(=O)/C=C/c3ccc(S(=O)(=O)NCc4ccco4)cc3)nc2c1	104	0.2
CCN(CC)c1ccc(C=C(C#N)C#N)cc1	124	4.2
COc1cccc(-c2ccc(SCC(=O)N3CCOCC3)nn2)c1	103	0.5
O=C(C1CCCN1S(=O)(=O)c1cccc2nsnc12)N1CCCCCC1 (stereo not given)	99	-1.4
Cc1c(C(=O)N2CCCC2)oc2c1-c1nn(CC(=O)NCc3cccc(F)c3)cc1CC2	105	-0.4
CS(=O)(=O)c1cccc(C(=O)Oc2ccccc2)c1	96	-0.9
N/C(Cc1cccs1)=N\OC(=O)c1ccccc1	103	0.2
COc1ccc(C)cc1NC(=O)CCn1nc(C)cc1C	110	1.1
CCN(CC)CC(=O)OCC1C(C)C=C(C)CC1C (stereo not given)	96	-2
O=C(CS(=O)(=O)c1nc(-c2ccc(Cl)cc2)cn1-c1ccccc1)Nc1cccc(Cl)c1	99	-1.8
CCc1ccc(S(=O)(=O)c2cn(Cc3ccc(OC)cc3)c3cc(OC)c(OC)cc3c2=O)cc1	104	0
CC(=O)N1c2ccccc2Oc2cc3ccccc3cc21	101	0.3
O=C(Cn1c(-c2cccs2)cc2cc(Cl)ccc21)N1CCN(c2ccccc2F)CC1	107	-0.5
(further entries)
SMILES	Polio RdRp inh	Polio RdRp inh FP z-score
COc1ccc(NC(=O)c2cc3c(=O)n(Cc4cccnc4)ccc3nc2C)cc1OC	103	0.1
c1ccc(-n2ncc3c(N4CCc5ccccc54)ncnc32)cc1	105	0.2
Cc1cc(NC(=O)c2cc3c(CO)cnc(C)c3oc2=N)ccc1Br	102	0.1
O=C(COc1ccc(NS(=O)(=O)c2cccc3cccc(Cl)c23)cc1)N1CCOCC1	100	-0.2
Cc1ccc2c(=O)cc(C(=O)Nc3ccc(S(=O)(=O)Nc4nc(C)cc(C)n4)cc3)oc2c1	109	0.4
COc1ccc(CNC(C)C(=O)NCc2ccc3c(c2)OCO3)cc1OC (stereo not given)	105	0.2
COc1ccc(CCNC(=O)c2ccc3c(c2)N(Cc2cccc(Cl)c2)C(=O)CS3)cc1OC	102	-0.9
CC1CCc2nc(NC(=S)NCc3ccco3)sc2C1 (stereo not given)	97	-1.3
COc1cccc(N2CCN(C(=O)C3CCN(S(=O)(=O)c4cn(C)cn4)CC3)CC2)c1	111	1.1
CC(=O)NC(Cc1ccc(F)cc1)C(=O)OCc1ccccc1 (stereo not given)	105	0.4
CC1(C)CC(N2CCC(O)(c3ccccc3)C(C(=O)c3ccccc3)C2)CC(C)(C)N1 (stereo not given)	104	0.3
COc1ccc(NC(=O)C2CCN(S(=O)(=O)c3cn(C)cn3)CC2)cc1Cl	106	0
COc1ccc2c(C)c(CCC(=O)N3CCCCC3)c(=O)oc2c1	103	0.6
CCn1cc2c(n1)-c1c(oc(C(=O)Nc3cccc(C(F)(F)F)c3)c1C)CC2	112	0.9
CCOC(=O)c1cnc(SCC(=O)OCC(=O)Nc2sc3c(c2C#N)CCC3)nc1N	158	7.6
COCCN=c1scc(C)n1/N=C/C1CC2C=CC1C2 (stereo not given)	115	1
CN(C)c1ccc(C(=O)N2CCN(C(c3ccccc3)c3ccccc3)CC2)cc1	104	1
CCOc1ccc(NC(=O)c2ccc3c(=O)n4c(nc3c2)CCCCC4)cc1	105	-0.7
COc1cccc(OC)c1C(=O)c1cc[n+](C)cc1	107	0.5
Cc1ccc(-c2csc(=Nc3c(C)n(C)n(-c4ccccc4)c3=O)n2CCO)cc1	100	-0.1
O=C(CCc1nnc2n(Cc3ccccc3Cl)c(=O)c3ccccc3n12)Nc1ccc(F)c(F)c1	108	1.3
Cc1cc(OCC(=O)Nc2cc(-c3nc4ncccc4o3)ccc2C)ccc1Cl	99	-1.9
COc1ccc(NC(=O)Cn2c(=O)n(Cc3ccc(C(=O)NCc4ccccc4Cl)cc3)c(=O)c3ccccc32)cc1OC	106	-0.7
O=S(=O)(Nc1cccc(C(F)(F)F)c1)c1ccc(-c2cnc(C3CC3)o2)cc1	101	-1.1
O=S(=O)(c1ccccc1)c1nc(-c2ccc(Cl)cc2Cl)oc1N1CCCCCC1	106	0.3
(further entries)
SMILES	Polio RdRp inh	Polio RdRp inh FP z-score
CC(=O)C1=C(c2ccc(Cl)c(Cl)c2)N(C(C)=O)n2c(nnc2-c2ccccc2)S1	113	1.5
Cc1ccccc1NC(=O)Cn1c(=O)n(CCc2ccccc2)c(=O)c2ccccc21	109	0.9
COc1ccc(C(=O)CSC2=C(C#N)C(C)(C)C(C#N)=C(N)N2)cc1	84	-2
Cc1ccc(CNc2ccc(N3CCOCC3)c(Cl)c2)s1	100	-0.5
Cn1c(SCC(=O)NC(=O)Nc2ccccc2F)nc2cc(S(N)(=O)=O)ccc21	85*	-2.5*
COC(=O)c1ccc(NCc2cc(=O)n3ccsc3n2)cc1	102	-0.1
COc1cc2cc(C(=O)Nc3ccccc3)c(N)nc2cc1OC	102	0.3
CCOc1ccc(-n2c(SCC(=O)N3CCCCCC3)nc3c([nH]c4ccccc43)c2=O)cc1	110	0.8
COc1ccc(CNC(=O)C2CCN(S(=O)(=O)N3CCC(C)CC3)CC2)c(OC)c1	113	0.6
O=C1NC(=O)/C(=C\c2ccc(N3CCCC3)c(F)c2)N1	103	0.4
CCn1c(C(=O)N2CCc3ccccc3C2)cc2sccc21	100	-1
S=c1n(CN2CCCCC2)cnn1CN1CCCCC1	99	-0.9
N#CCC(=O)Nc1ccc(C(=O)OCc2ccccc2Cl)cc1	100	-0.4
Cc1nc(NC(=O)CSc2nc3cccnc3n2C2CCCCC2)sc1C	98	-0.7
O=c1c(S(=O)(=O)c2cccc(Cl)c2)cn(Cc2ccccc2)c2cc(N3CCCCC3)c(F)cc12	104	-0.8
Cc1ccc2nc(N3CCN(c4cccc(C(F)(F)F)c4)CC3)c3nnnn3c2c1	127	3.5
COc1ccc(C2c3c(n(C)c4ccccc34)C(=O)N2CC(=O)Nc2ccccc2Cl)cc1 (stereo not given)	104	-0.3
Cc1ccc(NC(=O)CSc2nc(-c3cccs3)nc3cc(=O)[nH]n23)cc1	104	-0.5
COc1ccccc1NC(=O)CSc1ccc(-c2ccccn2)nn1	103	-0.4
Cc1ccc2c(CN(C)Cc3ccco3)cc(=O)oc2c1	101	-0.3
CC(O)C(C(=O)O)N1C(=O)c2ccccc2C1=O (stereo not given)	99	-0.2
Cc1cc(C(=O)Oc2ccccc2Cc2ccccc2)on1	100	-0.2

Compounds listed so far that contain two or more sulfur atoms:
SMILES	Polio RdRp inh	Polio RdRp inh FP z-score
CSc1ccccc1NC(=O)CCn1c(=O)sc2ccccc21	99	-1.2
Cc1ccccc1OCCSc1nc2ccc(NC(=O)c3ccccc3)cc2s1	107	0
Cc1cc(=O)[nH]c(SCSc2nc(C)cc(=O)[nH]2)n1	102	0
CCSC1=NSC2=NC(=O)/C(=C\c3cccnc3)C(=N)N12	107	1.4
COc1cc(C(=O)Nc2ccc3nc(SCc4ccccc4)sc3c2)cc(OC)c1OC	109	0.4
Cc1nc2sccn2c(=O)c1S(=O)(=O)NCC1CCN(Cc2ccc(Cl)cc2)CC1	100	-0.9
O=C(NCc1ccc(F)cc1)C(=O)NCC(c1ccco1)S(=O)(=O)c1cccs1 (stereo not given)	114	1.5
O=C(C1CCCN1S(=O)(=O)c1cccc2nsnc12)N1CCCCCC1 (stereo not given)	99	-1.4
CC1CCc2nc(NC(=S)NCc3ccco3)sc2C1 (stereo not given)	97	-1.3
CCOC(=O)c1cnc(SCC(=O)OCC(=O)Nc2sc3c(c2C#N)CCC3)nc1N	158	7.6
Cn1c(SCC(=O)NC(=O)Nc2ccccc2F)nc2cc(S(N)(=O)=O)ccc21	85*	-2.5*
Cc1nc(NC(=O)CSc2nc3cccnc3n2C2CCCCC2)sc1C	98	-0.7
Cc1ccc(NC(=O)CSc2nc(-c3cccs3)nc3cc(=O)[nH]n23)cc1	104	-0.5
